# High-throughput results from PubChem.
# hcGAS inh = Primary biochemical luminescence assay for human cyclic GMP-AMP synthase inhibitors; inhibition, % at 12.5 µM; Q8N884; actives 0.081% (n = 290,000); recombinant h-cGAS, ATP depletion, Kinase-Glo luminescence;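 further: 0% = vehicle reaction and 100% = reaction without DNA for no activity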
# Target sequence (Q8N884 whole entry, looked up): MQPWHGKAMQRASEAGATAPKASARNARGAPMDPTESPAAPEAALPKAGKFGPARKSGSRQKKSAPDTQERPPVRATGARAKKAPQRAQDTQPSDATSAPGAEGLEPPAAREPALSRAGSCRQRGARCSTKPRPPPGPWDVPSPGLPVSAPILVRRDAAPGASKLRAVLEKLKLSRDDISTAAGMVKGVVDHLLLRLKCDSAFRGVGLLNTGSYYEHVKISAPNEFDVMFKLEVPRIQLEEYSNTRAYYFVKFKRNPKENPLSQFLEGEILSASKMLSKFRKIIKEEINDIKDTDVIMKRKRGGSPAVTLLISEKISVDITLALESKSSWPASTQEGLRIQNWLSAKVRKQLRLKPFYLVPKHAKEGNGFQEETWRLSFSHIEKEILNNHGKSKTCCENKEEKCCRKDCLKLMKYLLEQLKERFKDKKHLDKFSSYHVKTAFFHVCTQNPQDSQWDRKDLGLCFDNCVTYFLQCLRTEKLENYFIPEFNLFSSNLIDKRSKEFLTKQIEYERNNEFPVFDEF
# mcGAS inh = cyclic GMP-AMP synthase inhibitors, mouse, primary biochemical chemiluminescence; recombinant cGAS, Kinase-Glo ATP depletion luminescence; inhibition, % at 12.5 µM; actives 0.15% (n = 160,000); Q8C6L5;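 further: 0% = negative control wells and 100% = reference inhibitor with no enzyme activity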
# NPYLR7 ag = agonists of mosquito NPYLR7 receptor, primary screen, cell-based, Aedes aegypti, calcium fluorescence, mosquito biting behavior; actives 0.15% (n = 270,000); activation, % at 10 µM; HEK293T NPYLR7/Galpha15, GCaMP6s calcium fluorescence; Aedes aegypti neuropeptide Y-like receptor 7 (NPYLR7); in the data active means activation above about 40%;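 further: 0% = vehicle and 100% = reference agonist at the receptor; some compounds past the cut are filed as inactive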
# * = called active by the depositor; . = no result given; & = joins results of further samples. Unless noted, no stated cut-off is given here; in the data, active means inhibition above about 40%; inactive means the rest. Rows were taken by chance, and some 0.29% of all compounds hit somewhere here.
SMILES | hcGAS inh | mcGAS inh | NPYLR7 ag
CC(C)c1nc(CSCC(O)CO)no1 (stereo not drawn) | -8 | . | 23
CCn1c(C)cc(C(=O)COC(=O)c2c(C)nsc2NC)c1C | -3 | -6 | 1
COc1cccc(C(CN2CCN(S(=O)(=O)C[C@@]34CC[C@@H](CC3=O)C4(C)C)CC2)OCc2ccc(C#N)cc2)c1 (stereo partly drawn) | -2 | -7 | .
CCc1ccc(CN(C)C(=O)Cn2nnnc2CN(C)C(C)C)nc1 | -2 | -2 | 0
CCOC(=O)CCC(=O)N1CCN(CC(OCc2ccc(C(F)(F)F)cc2)c2ccc(Cl)cc2)CC1 (stereo not drawn) | -1 | 3 | 4
COCCCN(Cc1c(-c2ccccc2)noc1N(C)C1CCCCC1)C(=O)Cc1ccccc1 | -2 | -4 | -4
Cc1cc2ccccc2n1CCC(=O)NC1CCN(Cc2ccccn2)CC1 | -2 | 0 | -13
CC(C)Oc1cccc(CN2CCN(c3ccnc(N(C)C)n3)CC2)c1 | -9 | -15 | -2
CCc1ccsc1C(=O)NCCC(=O)N1CCN(C(C)=O)CC1 | -9 | . | 12
COC(=O)C1CCN(CC(=O)Nc2ccc(N3CCCCC3)cc2)CC1 | -5 | . | -7
Cc1cn2c3c(=O)n(Cc4ccccc4)c(=O)n(C)c3nc2n1CCCO | -5 | . | -2
Cc1nc2ccc(F)cc2n1C1CCN(C(=O)c2cccc(N(C)C)c2)CC1 | -9 | -7 | .
Cc1nc2c(c(NCCc3ccccc3C(F)(F)F)n1)CNC2 | -3 | . | 11
O=C(NCc1cccc(Cl)c1)c1ccc(-c2n[nH]c3c2CCCc2ccccc2-3)cc1 | -8 | -8 | 2
COCC(=O)N1CCN(C(C(=O)NCc2ccc(F)cc2)C2CCCC2)CC1 (stereo not drawn) | -4 | -5 | 9
CC(=O)Nc1ccsc1C(=O)N1CCCC(N(C)Cc2ccccc2)C1 (stereo not drawn) | -2 | . | 4
O=S(=O)(NCc1ccc2c(c1)OCO2)c1cc(C(F)(F)F)ccc1Cl | -5 | -11 | -2
COCCn1nc(C(=O)N(C)CCOc2cc(C)cc(C)c2)ccc1=O | -7 | . | 9
O=C(Nc1ccc(-c2ccco2)cc1)C1CCCN(C(=O)CCc2cnccn2)C1 (stereo not drawn) | -5 | -4 | -1
COc1cccc(OCc2ccc(Cn3nc(NC(=O)NCc4ccccc4OC)c4ccccc43)cc2)c1 | -4 | -6 | 10
CCCN(C)c1cc(C)nc(SCc2ccc(C(=O)NCc3ccccn3)o2)n1 | -4 | -7 | 1
C=CCN1Cc2cc(F)ccc2N(CC(O)Cc2ccccc2)CCC1=O (stereo not drawn) | 0 | -6 | 19
O[C@@H]1C[C@H](O)C12CCN(CCCC(F)(F)F)CC2 | 4 | 0 | .
O=C(c1c(F)cccc1Cl)N1CCOC(COCc2c(Cl)cccc2Cl)C1 (stereo not drawn) | -6 | -6 | 3
CN1C(=O)COc2ccc(C(=O)NCc3cnn4ccccc34)cc21 | -9 | -11 | 8

# The final 7 entries of the section above open the next one:
SMILES | hcGAS inh | mcGAS inh | NPYLR7 ag
O=C(Nc1ccc(-c2ccco2)cc1)C1CCCN(C(=O)CCc2cnccn2)C1 (stereo not drawn) | -5 | -4 | -1
COc1cccc(OCc2ccc(Cn3nc(NC(=O)NCc4ccccc4OC)c4ccccc43)cc2)c1 | -4 | -6 | 10
CCCN(C)c1cc(C)nc(SCc2ccc(C(=O)NCc3ccccn3)o2)n1 | -4 | -7 | 1
C=CCN1Cc2cc(F)ccc2N(CC(O)Cc2ccccc2)CCC1=O (stereo not drawn) | 0 | -6 | 19
O[C@@H]1C[C@H](O)C12CCN(CCCC(F)(F)F)CC2 | 4 | 0 | .
O=C(c1c(F)cccc1Cl)N1CCOC(COCc2c(Cl)cccc2Cl)C1 (stereo not drawn) | -6 | -6 | 3
CN1C(=O)COc2ccc(C(=O)NCc3cnn4ccccc34)cc21 | -9 | -11 | 8
COc1cc(OC)cc(-c2noc(Cn3ccn4nc(-c5cccs5)cc4c3=O)n2)c1 | -5 | -5 | 0
Cc1ccc(Cl)cc1-n1c(SCc2ccc(F)cc2)nnc1C(Cc1ccccc1)NS(=O)(=O)c1ccc(F)cc1 (stereo not drawn) | -15 | -6 | -5
CCCc1ccc(S(=O)(=O)NNC(=O)Cn2c(C)csc2=O)cc1 | -13 | -19 | 3
COc1ccc(CCOc2nc(-c3ccc(C(F)(F)F)cc3)n(-c3cccc(NC(=O)c4cccs4)c3)n2)cc1 | -5 | -4 | 23
Cc1nc(C)c(C(C)N(C)C(=O)NCCc2ccccc2)s1 (stereo not drawn) | -6&-9 | -17 | 7&6
CC1=C(c2ccc(C)cc2)S(=O)(=O)NC1=NCc1ccc2c(c1)OCO2 | -5 | . | 3
Cn1cc(CN(CC2CCN(C3CCCC3)CC2)CC2CCCO2)cn1 (stereo not drawn) | -8 | -10 | 3
Cc1ccc(NC(=O)CSc2c(C(C)C)cnc3c2c(=O)n(C)c(=O)n3C)cc1 | -9 | -11 | 16
CCC(C)c1ccccc1N(C(=O)CCl)C(=O)CCl (stereo not drawn) | -15 | . | 0
COc1ccc2c(=O)c3c(=O)n(Cc4ccco4)c(C4CCCCC4)nc3oc2c1 | -4 | . | 7
O=C(CC(c1ccc(Cl)c(Cl)c1)c1c[nH]c2ccccc12)N1CCN(c2ccccc2F)CC1 (stereo not drawn) | 0 | -3 | 8
Cc1ccc(-c2nnc(CSc3nnc(C(C)Oc4ccc(Cl)cc4C)o3)o2)cc1 (stereo not drawn) | -1 | 0 | -9
COc1ccc(OC)c(N2CCN(C(=O)c3ccc(Cl)cc3Cl)C(C)C2=O)c1 (stereo not drawn) | 3 | . | -1
CCc1cccc(OCc2nc(C(=O)N3CCOCC3)cs2)c1 | -4 | -6 | 8
COc1ccc2nc(-c3ccc(F)c(NC(=O)Nc4cc(Cl)ccc4OC)c3)cn2n1 | -5 | -10 | 16
CC(C)NC(=O)N1CCCC(CNC(=O)c2ccccc2Cl)C1 (stereo not drawn) | -6 | . | 1
O=C(CCN(Cc1ccccc1)c1nc(-c2ccccc2)nc2cc(Cl)ccc12)NCc1cccc(C(F)(F)F)c1 | -4 | -6 | .
O=C(Nn1cnnc1)C1CCCN1C(=O)C1CCCCC1 (stereo not drawn) | -8 | -5 | .
CC1CN(c2cc(Cl)nc(SCC(=O)NC(Cc3ccccc3)c3ccccc3)n2)CCN1C(=O)c1ccc(Cl)cc1 (stereo not drawn) | -3 | -5 | 3
C=CCn1c(=N)n(N)c2ccccc21 | -8 | . | 4
O=C1CCn2c(CNc3ccc(O)cc3)ccc21 | -2 | . | 8
COCc1c(C(=O)N2CCc3c(ncnc3N3CCOCC3)C2)noc1C | -9 | . | 6
C[C@H]1C(=O)N(C)CCN1Cc1cn(C)nc1-c1ccc(Oc2ccccc2)cc1 | -5 | . | 7
CCCCN(C(C)=O)c1c(CC)nc2ccc(C(=O)NCCc3ccccn3)cn12 | -3 | -2 | 7
O=C(CNC(=O)c1ccccc1)Nc1nc(CN2CCCCC2)cs1 | -6 | . | 3

# Quoted at random: 2 entries already listed
SMILES | hcGAS inh | mcGAS inh | NPYLR7 ag
CC(C)Oc1cccc(CN2CCN(c3ccnc(N(C)C)n3)CC2)c1 | -9 | -15 | -2
CCCc1ccc(S(=O)(=O)NNC(=O)Cn2c(C)csc2=O)cc1 | -13 | -19 | 3

# Only hcGAS inh, for some of the entries so far:
Structure,hcGAS inh
O=C1CCn2c(CNc3ccc(O)cc3)ccc21,-2
COc1ccc2nc(-c3ccc(F)c(NC(=O)Nc4cc(Cl)ccc4OC)c3)cn2n1,-5

# Complete entries, looked up by structure. Values in the order: hcGAS inh	mcGAS inh	NPYLR7 ag
# O=C(NCc1cccc(Cl)c1)c1ccc(-c2n[nH]c3c2CCCc2ccccc2-3)cc1 is listed as -8	-8	2
# COc1cc(OC)cc(-c2noc(Cn3ccn4nc(-c5cccs5)cc4c3=O)n2)c1 is listed as -5	-5	0
# CCCCN(C(C)=O)c1c(CC)nc2ccc(C(=O)NCCc3ccccn3)cn12 is listed as -3	-2	7
# CCc1ccsc1C(=O)NCCC(=O)N1CCN(C(C)=O)CC1 is listed as -9	.	12
# COc1ccc2nc(-c3ccc(F)c(NC(=O)Nc4cc(Cl)ccc4OC)c3)cn2n1 is listed as -5	-10	16

# Next part.
SMILES | hcGAS inh | mcGAS inh | NPYLR7 ag
CCN(CCc1nc2ccc(C)cc2[nH]1)S(=O)(=O)NCc1ccccc1 | -6 | . | 6
CC(C)C(NC(=O)Cn1nnc(-c2ccccc2)n1)c1cccs1 (stereo not drawn) | -12 | -6 | 2
NC(=O)C1CCN(C(=O)C2(c3cccs3)CCCCC2)C1 (stereo not drawn) | -3 | -6 | 3
O=C(Nc1ccc2c(c1)OCO2)C1Cc2c(-c3ccccc3Oc3ccccc3)ccnc2O1 (stereo not drawn) | 1 | -4 | 3
CN1OC(C)(CC(=O)N2CCOCC2)N=C1c1cccc(-c2ccccc2)c1 (stereo not drawn) | -5 | . | 6
O=C(CCCSc1ccc(NC(=O)C2CC2)nn1)NCc1ccccc1 | -6 | -10 | 0
CC1(C)CC(=O)C=C(Nc2ccc3c(c2)OCO3)C1 | -3 | -5 | -4
Cc1ccn2c(NC(C)(C)C)c(-c3ccc(C(C)(C)C)cc3)nc2c1 | -10 | -8 | -5
CCOC(=O)c1nn(-c2ccccc2C)c(=O)cc1OS(=O)(=O)c1ccc(C)cc1 | -13 | -8 | 4
Cc1cc(=O)oc(C)c1C(=O)NCCN(C)C | -8 | . | 10
NC(c1csc(Nc2ccccn2)n1)C1CCCCC1 (stereo not drawn) | -1 | -6 | -12
CC1CN(C(C)CNC(=O)N2CCc3ccccc3C2)CC(C)O1 (stereo not drawn) | -15 | -8 | 0
CC(Oc1cccc(-c2ccc3c(c2)OCCO3)c1)C(N)=O (stereo not drawn) | -1 | . | -1
Cc1ccccc1CO[C@]1(C(=O)NCC2CCCO2)CC(OCc2cccc(F)c2F)[C@H](O)[C@H](O)C1 (stereo partly drawn) | -6 | -6 | 5
CCCc1cc(=O)[nH]c(SCc2nc(-c3cccs3)no2)n1 | -6 | . | 7
CCOC(=O)N1CCN(C(=O)c2cc3n(n2)CCN(Cc2ccc(C(F)(F)F)cc2)C3=O)CC1 | -3 | -4 | 12
Cc1nnc(SCC(=O)Nc2ccc(F)cc2F)c2c1cnn2-c1ccc(F)cc1 | -11 | -13 | -10
Cc1csc(CCNC(=O)C2CC2c2ccc(Cl)cc2)n1 (stereo not drawn) | -11 | . | -19
O=C(C1CCCN(Cc2cc3n(n2)CCNC3)C1)N1CCOCC1 (stereo not drawn) | -2 | -17 | 5
CCOC(=O)c1nn(-c2ccc(C)cc2)c(=O)cc1N1CCC(Cc2ccccc2)CC1 | -2 | . | 6
C=CCNC(=O)c1ccccc1N1CCC(NC(=O)OC)CC1 | 0 | -3 | -2
COc1ccc(C(C)=O)c(OCc2ccc(Cl)c(Cl)c2)c1 | -8 | . | 3
S=c1[nH]nc(C2C3CCCCC32)n1-c1ccc(Cl)cc1 (stereo not drawn) | -3 | -4 | -12
Cc1cnn(-c2cc(N/N=C\c3ccccc3)ncn2)c1 | 0 | . | -13
O=C(Nc1ccc2ncsc2c1)c1ccc(CSc2ccc3ccccc3n2)cc1 | -6 | -5 | -6
Cc1cc(-c2csc(-c3cccc(O)c3)n2)c(C)n1CC(F)(F)F | -4 | . | -2
Cc1csc(SCc2csc(Cc3ccc4c(c3)OCO4)n2)n1 | -6 | -5 | 15
Cc1cc(C)n(CC(=O)N2CCc3onc(-c4ccc(F)c(F)c4)c3C2)n1 | -7 | . | 3
CN(C)S(=O)(=O)c1ccc2c(c1)CCCN2Cc1cc2c(cc1O)OCO2 | -8 | . | 8
Cc1cccc(-c2cc(N)n(-c3ccc(C(=O)Nc4ccccc4C(C)C)cc3)n2)c1 | -2 | -4 | 17
CC(C)(C)CC(=O)NCc1nc(CC(=O)Nc2ccccn2)no1 | -2 | . | 1
c1cncc(Cn2ccnc2-c2ccncc2)c1 | 0 | . | 3
COC(=O)C1=C(C)N=c2s/c(=C/c3ccccc3)c(=O)n2C1c1ccc(OC(C)=O)cc1 (stereo not drawn) | -4 | . | 0
CCC(C(=O)NC1CCN(c2ccccc2C(=O)NCc2cccc(C(F)(F)F)c2)CC1)c1ccccc1 (stereo not drawn) | -2 | -6 | -8
CCCS(=O)(=O)NC(=O)C1(C)CCN1C(=O)Cc1ccccc1 (stereo not drawn) | -11 | . | -2
CC(C)N(CCn1c(SCC(=O)Nc2ccc(N(C)C)cc2)nc2ccccc2c1=O)C(C)C | 5 | 0 | -4
Cc1cc(NC(=O)c2cc(Cl)sc2Cl)n(-c2nc3ccc(F)cc3s2)n1 | -7 | -12 | -7
